DAGLB inhibitor: diacylglycerol lipase beta (human) inhibition; inhibition, % at 5.17 µM; 340,000 compounds, 0.059% hits; AID 504411; HEK293T DAGLB membrane lysate, EnzChek fluorogenic substrate; Q8NCG7; in the data active means inhibition above about 34%;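 further: 0% = enzyme with vehicle and 100% = wells lacking enzyme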
CAL PDZ FP-1: human CAL PDZ-peptide interaction inhibition; AID 504414; 330,000 compounds, 0.02% hits; Q9HD26; inhibition, % at 20 µM; purified CAL PDZ, TMR-peptide fluorescence polarization, 1 h;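 active means highest replicate inhibition of at least 40%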;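 further: plate controls were DMSO neutral control wells for no effect and unlabeled competitor peptide control wells for full effect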
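Test system: purified CerCALP PDZ construct; Compound dosing: one concentration, 20 µM compound; Also added: TMR-labelled reporter peptide T*-PRC34 bound in PDZ groove; Read-out: inhibition from polarization loss; Controls: unlabelled peptide and DMSO controls; Signal: FP readout, S and P plane fluorescence; Incubation: 1 h at RT.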
Cardiac RTF inh: cardiac RTF calcium desensitization; P19429+P45379; IANBD-labeled cardiac RTF, Ca2+ fluorescence; inhibition, % at 7.15 µM; 340,000 compounds, 0.12% hits; AID 493244;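 active means inhibition above the mean inhibition of all tested compounds plus 3 SD, cut at about 17% in these data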;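 further: assay run at fixed EC70 calcium of 1.6 mM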
NSD2 inh: inhibitors of human histone methyltransferase NSD2; O96028; 310,000 compounds, 0.54% hits; NSD2 peptide methylation, AlphaScreen, 120 min; AID 743445; inhibition, % at 12.5 µM; in the data active means inhibition above about 50%
Target sequence (O96028 whole entry, looked up): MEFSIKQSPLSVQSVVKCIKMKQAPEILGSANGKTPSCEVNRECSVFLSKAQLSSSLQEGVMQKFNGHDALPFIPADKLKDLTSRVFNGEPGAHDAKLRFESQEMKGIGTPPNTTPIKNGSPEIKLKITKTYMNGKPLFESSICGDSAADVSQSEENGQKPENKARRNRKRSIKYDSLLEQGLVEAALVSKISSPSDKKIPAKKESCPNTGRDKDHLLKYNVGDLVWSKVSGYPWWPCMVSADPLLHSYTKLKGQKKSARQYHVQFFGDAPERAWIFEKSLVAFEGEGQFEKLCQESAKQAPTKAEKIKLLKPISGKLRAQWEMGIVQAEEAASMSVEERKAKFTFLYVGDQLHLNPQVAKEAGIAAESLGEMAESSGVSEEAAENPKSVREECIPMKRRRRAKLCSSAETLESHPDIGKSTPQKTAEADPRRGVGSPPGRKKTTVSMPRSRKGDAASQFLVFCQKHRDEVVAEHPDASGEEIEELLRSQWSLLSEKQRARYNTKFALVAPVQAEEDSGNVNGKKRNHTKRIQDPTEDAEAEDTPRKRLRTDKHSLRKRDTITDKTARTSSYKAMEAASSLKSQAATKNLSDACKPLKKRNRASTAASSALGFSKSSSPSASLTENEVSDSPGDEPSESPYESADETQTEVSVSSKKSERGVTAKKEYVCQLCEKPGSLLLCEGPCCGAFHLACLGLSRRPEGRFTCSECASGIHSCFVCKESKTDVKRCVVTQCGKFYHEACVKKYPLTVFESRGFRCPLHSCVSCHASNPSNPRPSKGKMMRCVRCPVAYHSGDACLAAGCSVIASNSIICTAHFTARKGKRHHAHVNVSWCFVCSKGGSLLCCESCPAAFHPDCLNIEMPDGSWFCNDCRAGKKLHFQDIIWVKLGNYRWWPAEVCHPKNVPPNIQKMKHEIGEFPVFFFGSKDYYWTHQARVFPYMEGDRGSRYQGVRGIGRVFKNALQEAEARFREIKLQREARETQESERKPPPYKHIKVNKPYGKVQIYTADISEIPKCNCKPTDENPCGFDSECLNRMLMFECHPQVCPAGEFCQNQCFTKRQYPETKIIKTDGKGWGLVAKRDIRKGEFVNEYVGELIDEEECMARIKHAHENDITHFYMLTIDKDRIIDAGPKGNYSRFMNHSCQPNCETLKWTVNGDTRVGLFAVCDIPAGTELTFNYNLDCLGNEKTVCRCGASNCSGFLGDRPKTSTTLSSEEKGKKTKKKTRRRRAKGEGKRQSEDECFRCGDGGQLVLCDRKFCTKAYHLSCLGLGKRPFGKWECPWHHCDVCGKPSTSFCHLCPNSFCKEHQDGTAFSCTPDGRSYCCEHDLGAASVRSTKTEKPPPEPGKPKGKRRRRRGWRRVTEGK
CAL PDZ FP-2: CAL PDZ (human) peptide binding inhibition | purified CAL PDZ, TMR-peptide fluorescence polarization, 1 h | inhibition, % at 24.9 µM | 300,000 compounds, 0.92% hits | AID 602252;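 active means mean inhibition of at least 30% with at least half of replicates also reaching 30%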;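 further: 0% = DMSO neutral control and 100% = excess unlabeled competitor peptide PRC23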
LANA DNA inh: inhibitors of KSHV LANA C-terminal domain DNA binding; MBP-C-LANA/FAM-LBS DNA binding, fluorescence polarization; inhibition, % at 9 µM; 340,000 compounds, 0.078% hits; AID 504423;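 active means highest replicate inhibition at or above 60% at 9 µM, even if other replicates fall short; inactive means all replicates below 60% inhibition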;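 further: 0% = neutral control wells and 100% = 4 µM acridine orange control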
Arrestin-AP2 inh: human beta-arrestin and AP2 interaction inhibition. FITC-arrestin peptide / GST-AP2 beads, flow cytometry; AP2 beta2 appendage carries R879A mutation. inhibition, % at 10 µM. 340,000 compounds, 0.31% hits. AID 504490;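 active means inhibition above a set limit, near 3 SD of compounds lacking own fluorescence, cut at about 54% in these data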;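 further: plate controls were DMSO wells for no effect and 5 µM unlabelled arrestin peptide for full effect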
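test system = AP2 appendage R879A on GSH beads | buffer or medium = PBS plus Tween 20 (0.05%) and BSA (0.1%) | incubation = 12 min plus 1 h, RT | detection = bead flow cytometry, FITC channel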
Keap1-Nrf2 PPI: disrupts human Keap1 binding to Nrf2 peptide; inhibition, % at 9.4 µM; Q14145; 340,000 compounds, 0.15% hits; Keap1 Kelch-Nrf2 peptide fluorescence polarization, 1536-well; AID 504523; in the data active means inhibition above about 12%;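 further: human Keap1 Kelch domain with fluorescein labeled Nrf2 9mer peptide probe; 0% = neutral control wells and 100% = peptide positive control; higher means more block of Keap1 binding to Nrf2 peptide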
V-ATPase pH: alters yeast V-ATPase proton transport; S. cerevisiae, pHLuorin cytosolic pH fluorescence; response, % at 10 µM; 350,000 compounds, 0.37% hits; AID 504577; in the data active means response mostly above about 7.3%, no sharp cut-off; inactive means mostly below about 5.4%; further: actives read high; inactives centre near 0; some compounds called inactive have numbers as strong as hits
DSG3 Ab inh: blocks pemphigus antibody binding to human desmoglein-3; P32926; DSG3-coupled beads, scFv-anti-DSG3-GFP binding, flow cytometry; stronger effect = lower value; binding (percent of control), % at 10 µM; 310,000 compounds, 0.48% hits; AID 588358;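 active means binding more than 3 SD below its plate's average and above zero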; further: some compounds called inactive have numbers as strong as hits
Starred values were filed as active, the others as inactive; · = no result given.

SMILES	DAGLB inhibitor	CAL PDZ FP-1	Cardiac RTF inh	NSD2 inh	CAL PDZ FP-2	LANA DNA inh	Arrestin-AP2 inh	Keap1-Nrf2 PPI	V-ATPase pH	DSG3 Ab inh
CCNc1nc(Oc2ccc(=O)[nH]n2)nc(N2CCOCC2)n1	3	0.7	0	-1	-1	0.5	14	-7	-5	118
CCOC(=O)c1ccc(NC(=O)CC2NCCNC2=O)cc1 (configuration not stated)	-1	-2.1	-11	-6	-1	-1.4	5	4	-3	88
COc1ccc(NC(=O)CCC(=O)c2ccc(F)cc2)cc1	-2	-2.8	-5	-1	-6	3.2	-6	-5	-1	114
COc1ccc(NC(=O)c2cc(-c3ccccc3Cl)on2)cc1	-2	-0.9	2	0	-5	-1.0	15	3	-1	135
COc1ccc(OC)c(C(=O)NC(CC(N)=O)c2ccc(NCCN3CCCC3)c([N+](=O)[O-])c2)c1 (configuration not stated)	0	-1.4	-12	·	-3	0.0	9	-6	-5	114
Nc1nc(Nc2ccccc2Br)nc(C(F)(F)F)n1	-1	0.1	-8	·	·	-0.3	-2	-4	-4	104
COc1ccc(S(=O)(=O)N2CCN(C(=O)C3CCCCC3)CC2)cc1	3	-1.9	-10	-2	-1	-1.0	19	2	-3	108
CC(=O)N1CCN(Cc2nc3cc(NC(=O)c4ccc(F)cc4)ccc3n2C)CC1	1	-0.7	-2	-1	3	-0.2	-4	-4	-3	103
Cc1cc(Nc2cccc(C)c2C)n2nc(C)nc2n1	0	-0.4	4	·	4	-3.4	26	-1	-1	110
CCC1CCCCN1CCn1c(=S)[nH]c2cc(OC)c(OC)cc2c1=O (configuration not stated)	2	-1.0	-5	3	-8	-0.6	4	3	1	97
O=C(CCC(=O)NC1CC1)Nc1nnc(C2CCCCC2)s1	1	-1.9	-4	-3	0	-0.1	-10	-1	5	97
CCC(=O)OC1(C(=O)CCl)[C@@H](C)C[C@H]2[C@@H]3CCC4=CC(=O)C=C[C@]4(C)[C@@]3(F)[C@@H](O)C[C@@]21C (some centres not stated)	1	-0.5	3	·	-1	1.2	17	4	-4	101
COc1cccc(NC(=O)CN(C)C(=O)c2ccccc2-c2nc3ccccc3s2)c1	-5	-1.3	4	0	-3	-1.9	-14	4	-2	123
CC(N)=Nc1ccc([N+](=O)[O-])cc1	1	-0.5	-3	-3	-5	0.2	-6	3	1	98
NC(=O)c1cc(S(=O)(=O)NCc2ccc(F)cc2)cs1	1	-1.6	1	1	-3	-0.7	-1	-5	5	93

Entries from the list above that have a nitro group on carbon:
SMILES	DAGLB inhibitor	CAL PDZ FP-1	Cardiac RTF inh	NSD2 inh	CAL PDZ FP-2	LANA DNA inh	Arrestin-AP2 inh	Keap1-Nrf2 PPI	V-ATPase pH	DSG3 Ab inh
COc1ccc(OC)c(C(=O)NC(CC(N)=O)c2ccc(NCCN3CCCC3)c([N+](=O)[O-])c2)c1 (configuration not stated)	0	-1.4	-12	·	-3	0.0	9	-6	-5	114
CC(N)=Nc1ccc([N+](=O)[O-])cc1	1	-0.5	-3	-3	-5	0.2	-6	3	1	98

(next part)
SMILES	DAGLB inhibitor	CAL PDZ FP-1	Cardiac RTF inh	NSD2 inh	CAL PDZ FP-2	LANA DNA inh	Arrestin-AP2 inh	Keap1-Nrf2 PPI	V-ATPase pH	DSG3 Ab inh
CCOCCCNC(=O)c1c(N)n(-c2ccc3c(c2)OCO3)c2nc3ccccc3nc12	-1	-1.1	-8	-2	-4	0.2	-17	3	-1	·
COc1cc(OC)c(C(=O)OCCCOC(=O)c2cc(OC)c(OC)cc2OC)cc1OC	0	-2.7	-8	0	-2	-1.5	-1	-1	2	·
COc1ccc(-n2cnc(N)c2C(=O)c2cccc([N+](=O)[O-])c2)cc1	-2	-3.8	3	-4	-3	-0.5	0	-2	0	99
CC1CCCC(C)N1CCCNC(=O)Cn1ncc2c3ccccc3n(C)c2c1=O (configuration not stated)	-2	-1.5	1	0	-2	-0.2	22	3	-8	105
O=C(NN1C(=O)C2C3c4ccccc4C(c4ccccc43)C2C1=O)C1CC1 (configuration not stated)	-1	0.2	-5	1	-1	1.4	44	-3	0	106
CC(C)CCN1CCN(Cc2cnc(N3CCCC3)s2)CC1CCO (configuration not stated)	1	0.1	4	-1	-7	0.8	1	-4	4	107
O=C(Cc1ccccc1)N/N=C/c1ccc[nH]1	3	-0.8	-5	1	2	-0.8	-4	0	-3	·
O=C(c1ccc(S(=O)(=O)N2CCCCCC2)cc1)N1CCN(c2ccccc2F)CC1	-1	-2.5	-3	0	-1	0.3	-5	-4	-1	109
O=C(Nc1ccc2c(c1)OCO2)c1cnccn1	2	-2.7	-5	-3	-4	-2.7	15	1	-1	95
Cc1ccc(C(=O)N(CC(=O)Nc2sc(C)c(C)c2C(N)=O)C2CCCC2)cc1	-1	0.0	2	2	-7	·	31	·	-1	113
CNC(=O)NC(=O)CSc1ccc(NC(C)=O)cc1	1	-2.5	-33	1	0	-0.3	12	-8	3	96
O=c1cc(NS(=O)(=O)c2ccccc2)nc(SCc2c(Cl)cccc2Cl)[nH]1	-1	-1.5	-8	1	-4	1.4	-3	1	4	·
COc1ccc(NC(=O)Nc2c(C)noc2-c2ccccc2)cc1	-1	0.0	-2	1	23	-1.7	3	-5	-2	110
CCOc1ccc(CN(C)C(=O)c2ccc(S(=O)(=O)N(C)c3ccccc3OC)cc2)cc1	-4	-1.9	6	-3	-5	0.8	-1	-1	-1	94
Cc1ccc(C(C)NC(=O)c2cccnc2)cc1 (configuration not stated)	0	0.6	-6	-1	-11	0.8	0	3	-2	116

Fetched by structure from above (3):
SMILES	DAGLB inhibitor	CAL PDZ FP-1	Cardiac RTF inh	NSD2 inh	CAL PDZ FP-2	LANA DNA inh	Arrestin-AP2 inh	Keap1-Nrf2 PPI	V-ATPase pH	DSG3 Ab inh
COc1ccc(NC(=O)Nc2c(C)noc2-c2ccccc2)cc1	-1	0.0	-2	1	23	-1.7	3	-5	-2	110
CNC(=O)NC(=O)CSc1ccc(NC(C)=O)cc1	1	-2.5	-33	1	0	-0.3	12	-8	3	96
CC(C)CCN1CCN(Cc2cnc(N3CCCC3)s2)CC1CCO (configuration not stated)	1	0.1	4	-1	-7	0.8	1	-4	4	107

Two of these compounds, reformatted:
Each structure is followed by: DAGLB inhibitor, CAL PDZ FP-1, Cardiac RTF inh, NSD2 inh, CAL PDZ FP-2, LANA DNA inh, Arrestin-AP2 inh, Keap1-Nrf2 PPI, V-ATPase pH, DSG3 Ab inh
CCOc1ccc(CN(C)C(=O)c2ccc(S(=O)(=O)N(C)c3ccccc3OC)cc2)cc1
 : -4, -1.9, 6, -3, -5, 0.8, -1, -1, -1, 94
Cc1ccc(C(C)NC(=O)c2cccnc2)cc1 (configuration not stated)
 : 0, 0.6, -6, -1, -11, 0.8, 0, 3, -2, 116

Following part
SMILES	DAGLB inhibitor	CAL PDZ FP-1	Cardiac RTF inh	NSD2 inh	CAL PDZ FP-2	LANA DNA inh	Arrestin-AP2 inh	Keap1-Nrf2 PPI	V-ATPase pH	DSG3 Ab inh
CN(C)C(=O)CCC(=O)N1CCCC(N2CCN(c3cccc(C(F)(F)F)c3)CC2)C1 (configuration not stated)	-1	-12	-8	39	-15	-1.3	-2	2	1	92
C=CCOc1c(Br)cc(CNn2nnnc2N)cc1OC	0	-0.4	-1	0	1	1.2	-1	-5	0	97
COc1ccccc1OCCSc1nnnn1C1CCCCC1	0	-1.0	-14	·	-4	1.1	-4	4	2	105
O=C(NC1CCCCCC1)c1cc(S(=O)(=O)N2CCC3(CC2)OCCO3)ccc1F	1	-0.7	-3	-3	·	0.0	26	1	-4	98
CCOC(=O)CCCc1sc(N)nc1-c1[nH]c(=O)[nH]c1C	-1	0.9	-2	·	-3	5.3	28	-3	-4	100
COc1ccc(CCNS(=O)(=O)c2ccc3c(c2)NC(=O)CO3)cc1OC	-2	-0.2	-13	-1	-2	-0.1	0	2	-2	104
COc1ccccc1NC(=O)Cc1nnc(SCC(=O)NC2=NCCS2)n1C	-5	-0.5	3	·	-5	0.0	2	-2	0	108
COc1ccc(CCNC(=O)c2c[nH]c3ccc(F)cc3c2=O)cc1OC	1	-0.2	-1	4	1	-2.4	0	-7	3	99
CC(=O)Nc1ccc(SC[C@H](Cc2ccccc2)N2CCN(CC(C)C)CCC2=O)cc1	1	-1.3	0	·	-3	0.1	6	-1	-4	104
CCOC(=O)CC1C(C(=O)OCC)ON2OC(C(=O)OC)C(C(=O)OCC)C12 (configuration not stated)	3	-2.7	-14	-4	0	-0.2	14	1	10	109
COc1cc(C(C)=O)ccc1OCC(=O)OCC(=O)c1cc(C)n(CC2CCCO2)c1C (configuration not stated)	-2	0.2	-2	8	-7	1.8	-4	3	-1	·
Cc1ccc(N=Cc2cc(C)n(C3CCCC3)c2C)cc1	0	·	-4	5	-3	1.9	0	4	0	102
COc1cc(/C=C(\C#N)c2ccccn2)ccc1OCC(=O)Nc1cccc(C(F)(F)F)c1	-1	0.3	-8	-1	-2	-0.9	9	-2	1	89
COc1ccc(NC(=O)Cn2nnc(-c3ccc(CN4CCOCC4)cc3)n2)c(OC)c1	-1	-1.6	-2	0	7	-0.1	-10	-1	-3	·

High-throughput results from PubChem.

A portion of the library (hit frequency here may not be typical).
